AmpC inh detg – inhibitors of E. coli AmpC beta-lactamase with detergent; P00811; AmpC hydrolysis of nitrocefin, absorbance 480 nm, 0.01% Triton; Potency, µM (series often up to 114 µM), for the others: top-dose activity change, negative = inhibition, usual class: inhibitors; actives 0.041% (n = 370,000); AID 485294;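 further: potency means the concentration at half of the fitted maximal effect; 0% = no-compound wells and -100% = no-enzyme wells; nearly all actives have a fitted effect of over 25% in size; some results filed as inactive show a strong effect at the top dose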
Target sequence (P00811 whole entry, looked up): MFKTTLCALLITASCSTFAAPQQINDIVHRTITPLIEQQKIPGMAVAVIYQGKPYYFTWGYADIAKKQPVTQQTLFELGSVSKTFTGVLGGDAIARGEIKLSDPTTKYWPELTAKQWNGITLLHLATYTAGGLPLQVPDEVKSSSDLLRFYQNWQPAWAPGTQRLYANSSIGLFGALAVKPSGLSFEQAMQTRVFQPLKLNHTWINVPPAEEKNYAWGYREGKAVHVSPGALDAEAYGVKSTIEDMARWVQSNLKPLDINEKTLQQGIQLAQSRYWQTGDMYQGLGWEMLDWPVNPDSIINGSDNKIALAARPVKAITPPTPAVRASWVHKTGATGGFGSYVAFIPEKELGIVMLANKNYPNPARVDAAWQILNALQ
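AmpC (5.3 nM in the dispensed reagent) in 20 mM phosphate pH 7.0 with 0.01% (detergent screen) or 0.0001% Triton X-100 was preincubated with compounds for 15 min at room temperature. Nitrocefin was then added from an 800 uM solution, and hydrolysis was followed at 480 nm.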
AmpC no deterg – inhibitors of E. coli AmpC beta-lactamase without detergent; P00811; AmpC nitrocefin hydrolysis, absorbance 480 nm, 0.0001% Triton; Potency, µM (titrated, usually from 57.1 µM), inactives show top-dose activity change, negative = inhibition, usual class: inhibitors; actives 0.52% (n = 330,000);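 further: potency means the concentration at half of the fitted maximal effect; plate controls were no compound for no effect and no enzyme for full effect; nearly all actives have a fitted effect of over 20% in size; some results filed as inactive show a strong effect at the top dose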
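20 mM phosphate pH 7.0 + 0.01% (detergent screen) or 0.0001% Triton X-100; 5.3 nM AmpC reagent; cpd preinc 15 min RT; nitrocefin (800 uM stock) to start; A480 q20 s × 4 min; Activity was normalised to no-enzyme and no-compound control wells.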
Cycloheximide cs – counter-screen for Shiga toxin inhibitors: cycloheximide protein synthesis inhibition; cell reporter, cycloheximide protein synthesis inhibition counterscreen; max response, %; actives 12% (n = 300,000); AID 2314; in the data active means max response mostly above about 13%, no sharp cut-off; inactive means mostly below about 14%; further: read at 38.3 µM for the half of the compounds with a filed dose; 0% is about no effect
Shiga toxin inh – Shiga toxin inhibition; inhibition, % at 38.7 µM; actives 9.2% (n = 290,000); Vero cells, Shiga toxin protein synthesis inhibition reporter; in the data active means inhibition mostly above about 28%, no sharp cut-off; inactive means mostly below about 43%; further: 0% is about no effect
AMA1 RON2 block – AMA1-RON2 (P. falciparum) interaction inhibition; Potency, µM (titrated, usually from 58.2 µM), without a hit: at the top dose activity change, negative = inhibition, most hits filed as inhibitors; actives 0.2% (n = 360,000); AlphaScreen AMA1-biotinylated RON2 peptide binding; AID 720542;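 further: potency means the concentration at half of the fitted maximal effect; 0% = vehicle wells and -100% = peptide control; nearly all actives have a fitted effect of over 45% in size; some results filed as inactive show a strong effect at the top dose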
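AMA1 (3D7) with his tag at 25 nM final met compounds first, then biotinylated RON2 peptide at 25 nM; detection used donor plus acceptor beads, 10 µg/mL apiece, read by AlphaScreen after 30 min at room temperature.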
FBPA Giardia inh – blocks Giardia fructose-bisphosphate aldolase activity; purified Giardia FBPA; Potency, µM (series often up to 59.6 µM), inactives show at the highest dose activity, negative = inhibition, hits mostly inhibitors; actives 0.71% (n = 290,000); further: potency means the concentration at half of the fitted maximal effect; on the % scale 0 is the no-effect control and ±100 the full control effect; nearly all actives have a fitted effect of over 55% in size
Target sequence (A8B2U2 whole entry, looked up): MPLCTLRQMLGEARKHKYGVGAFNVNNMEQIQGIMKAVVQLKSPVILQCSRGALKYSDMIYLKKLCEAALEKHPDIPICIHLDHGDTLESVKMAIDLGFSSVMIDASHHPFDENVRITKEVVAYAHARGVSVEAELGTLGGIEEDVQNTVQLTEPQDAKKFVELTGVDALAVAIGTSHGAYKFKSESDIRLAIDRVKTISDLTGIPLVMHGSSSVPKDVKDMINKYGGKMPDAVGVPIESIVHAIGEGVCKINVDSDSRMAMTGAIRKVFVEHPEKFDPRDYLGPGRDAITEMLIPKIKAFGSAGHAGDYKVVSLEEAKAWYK
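Giardia FBPA (40 nM reagent) was preincubated 10 min at RT with compound (up to 57.5 uM final), then substrate plus GAPDH/TPI/NAD/arsenate coupling system with diaphorase/resazurin was added; resorufin fluorescence (525/598 nm) was read after 20 min.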
HCMV inh – inhibitors of human cytomegalovirus; activity change, negative = inhibition, % at 57.5 µM; AID 1259415; actives 4.5% (n = 410,000); HFF cells, HCMV-luciferase reporter, 72 h; active compounds read low; in the data active means activity change below about -60%; inconclusive means no clear call, values can overlap the other calls; inactive means above about -39%; further: on the % scale 0 is the no-effect control and ±100 the full control effect
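Two-dose cell screen: HFF monolayers treated with compounds and infected with luciferase-expressing HCMV at 1 PFU/cell, 72 h at 37C, then lysed for luciferase measurement.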
* marks the source's active call; other numbers are inactive results; ? = inconclusive; · = no result given; & = joins results of further samples; ! = a repeat was not active; [ ] = another dose, or the depositor's remark. Unless noted, the call rests on the fitted dose curve; in most records, active means well fitted curve in the direction sought with a large enough effect; inconclusive means small, poorly fitted or top-dose-only effect, or another doubt; inactive means no such curve, though single readings can be large; an effect the other way counts as inactive or inconclusive.

SMILES	AmpC inh detg	AmpC no deterg	Cycloheximide cs	Shiga toxin inh	AMA1 RON2 block	FBPA Giardia inh	HCMV inh
Cc1cc(C)c(N2C(=O)CCCC2=O)c(Cl)c1	-7.8%	-1.8%	-3.8	-8.2	-1.7%	1.7%	0.8
O=C(CCC(=O)Nc1ccc(Oc2ccccc2)cc1)NCCO	?	-7.4%	1.7	-5.4	-4.7%	-12.1%	79.7
Cc1ccc(S(=O)(=O)Cc2ccc(C(=O)N3CCN(c4cc(C)ccc4C)CC3)o2)cc1	-11.0%	-17.7%	-4.6	2.6	-8.0%	1.2%	1.9
Cc1cccc(N2CCN(C(=O)C3CCN(c4ncnc5c4nc4n5CCCCC4)CC3)CC2C)c1 (stereo unspecified)	?	164.2%[activator]	0.4	-13.2	-8.3%	6.1%	-96.1*!
O=C(CN1C(=O)NC(Cc2ccccc2)C1=O)Nc1ccccc1OC(F)F (stereo unspecified)	-7.3%	-15.4%	·	·	-2.4%	·	12.1
CC(=O)c1ccc(-c2ccc(C3C4C=CCCC4(C)C(=O)N3Cc3ccccc3)c(F)c2)cc1 (stereo unspecified)	·	·	-6.5	-16.0	·	0.7%	·
COc1cc(C(=O)NCCC(C)C)c([N+](=O)[O-])cc1OC	8.2%	-9.2%	-3.2	-18.2	22.5%	5.4%	-22.4
CCOC(=O)C1CCN(c2cc(C)nc3cc(-c4cccc(F)c4)nn23)CC1	-1.5%	11.4%	9.3	23.1	-1.9%	0.7%	-16.2
COc1ccc(C(C[N+](=O)[O-])c2c(-c3ccccc3)cc3ccccn23)cc1OC (stereo unspecified)	-3.9%	·	-0.8	-12.4	-9.5%	-20.6%	?
O=C(CNC(=O)c1cccs1)OCC(=O)c1ccc([N+](=O)[O-])cc1	-8.3%	-13.9%	1.9	48.0	-5.3%	2.4%	-64.7*
Cc1nnn(-c2nonc2N)c1C(=O)NNC(=O)c1ccc(Cl)c(Cl)c1	1.2%	-14.2%	-1.6	-9.8	47.2%[activator]	2.9%	-32.2
CC1CCC(NC(=O)CCn2ccc3cc(S(=O)(=O)N4CCCC4)ccc32)CC1 (stereo unspecified)	-8.0%	39.5%	5.6	15.0	3.8%	-6.7%	-12.6
CCN1CCN(CCCNC(=O)C2CCN(c3nnc(-n4c(C)ccc4C)s3)CC2)CC1	-6.0%	13.9%	-3.3	-4.1	-15.5%	4.6%	-27.2
CC(C)(C)c1csc(NC2=NS(=O)(=O)c3ccccc32)n1	-8.1%	-17.5%	26.2*	97.3*	-2.7%	-7.8%	58.9
Fc1cccc(CNc2ncnc3cc(Cl)ccc23)c1F	-17.0%	-50.6%	-3.7	-4.5	13.9%	15.7%	?
CNC(=O)NC(=S)NC(=O)c1ccc(OC)cc1	-0.8%	-3.2%	-2.6	1.5	5.5%	?	-10.6
CC1(C)CC2CC(C)(CN2Cc2c(O)ccc3ccccc23)C1 (stereo unspecified)	-1.8%	11.2µM*	21.6	34.6	6.9%	?	?
Cc1cc(-c2ccccc2)nc2cc(C(=O)NCCCn3ccnc3)nn12	2.2%	-2.5%	-1.2	-0.7	16.0%	5.3%	·
CCOC(=O)C1=C(C)N=c2s/c(=C/c3cccc([N+](=O)[O-])c3O)c(=O)n2C1c1ccc(OC)cc1OC (stereo unspecified)	-7.5%	-17.5%	-3.6	·	-14.7%	-5.1%	14.9
Cc1ccc(S(=O)(=O)N2CCCCC2CCNC(=O)C(=O)NCc2cccnc2)cc1 (stereo unspecified)	0.0%	66.0%[activator]	·	·	-8.2%	·	-35.2
CCCCCC1(C)NC(=S)N(c2ccccc2)N1 (stereo unspecified)	-5.6%	-24.4%	20.2*	39.2	69.4%[activator]	-29.1%	-22.3
COc1ccc(CN(C)C(=O)COC(=O)c2ccc3c(c2)OCO3)cc1OC	-0.8%	12.0%	0.5	-11.9	-7.2%	3.9%	29.5
O=C(CSc1nc(-c2ccccc2)cc(C(F)(F)F)n1)c1cccc([N+](=O)[O-])c1	-6.8%	-44.8%	-3.5	12.3	5.3%	-0.1%	-26.8
COc1cc(/C=N\Nc2nc3ccccc3[nH]2)cc(OC)c1OC	-3.3%	-15.5%	33.9*	75.6	-0.2%	-17.6%	50.0
N#CCc1nc2c3c4c(sc3ncn2n1)CCCC4	-6.9%	-11.6%	-1.2	-6.8	11.8%	5.4%	?
CCN1CCC(=NNC(=O)c2ccc(C)c([N+](=O)[O-])c2)CC1	1.5%	-14.0%	-3.1	14.2	92.2%[activator]	-0.1%	16.5
C[C@H](NC(=O)c1ccccc1)C(=O)Nc1nc(-c2ccccn2)cs1	-4.8%	-33.2%	6.4	18.7	65.8%[activator]	5.61µM*	-1.3
O=C(c1ccc2nc[nH]c2c1)N1CCN(c2cccc(C(F)(F)F)c2)CC1	-14.3%	44.4%	10.3	10.1	-15.1%	·	28.1
COc1ccc(Cl)cc1NC(=O)CN(C)C(=O)Cn1cnnn1	·	-4.9%	·	·	-3.3%	·	16.3
CCCC(=O)Nc1c(-c2ccccc2OC)c(=O)c2ccccc2n1C	6.6%	-4.1%	-2.1	5.0	-5.0%	0.5%	3.3

Reprinted from the part before: 5 compounds, then new ones.
SMILES	AmpC inh detg	AmpC no deterg	Cycloheximide cs	Shiga toxin inh	AMA1 RON2 block	FBPA Giardia inh	HCMV inh
CCN1CCC(=NNC(=O)c2ccc(C)c([N+](=O)[O-])c2)CC1	1.5%	-14.0%	-3.1	14.2	92.2%[activator]	-0.1%	16.5
C[C@H](NC(=O)c1ccccc1)C(=O)Nc1nc(-c2ccccn2)cs1	-4.8%	-33.2%	6.4	18.7	65.8%[activator]	5.61µM*	-1.3
O=C(c1ccc2nc[nH]c2c1)N1CCN(c2cccc(C(F)(F)F)c2)CC1	-14.3%	44.4%	10.3	10.1	-15.1%	·	28.1
COc1ccc(Cl)cc1NC(=O)CN(C)C(=O)Cn1cnnn1	·	-4.9%	·	·	-3.3%	·	16.3
CCCC(=O)Nc1c(-c2ccccc2OC)c(=O)c2ccccc2n1C	6.6%	-4.1%	-2.1	5.0	-5.0%	0.5%	3.3
C[C@@H](C(=O)O)[C@H]1C[C@]1(C)[C@H](NC(=O)OCc1ccccc1)c1ccccc1	-13.7%	30.1%	-1.5	18.2	-2.0%	14.3%&16.4%	36.4
CCOc1ccc(C(=O)NCC(=O)N2CCN(c3ccccc3O)CC2)cc1	0.1%	2.7%	-0.8	-3.7	-4.1%	-1.1%	7.1
CC1Sc2ccc(C(=O)OCc3ccccc3Cl)cc2NC1=O (stereo unspecified)	-4.9%	-20.8%	·	·	13.2%	·	10.7
CC(C)c1ccc(CN2CCC(Oc3ccc(C(=O)N4CCCC4)cc3)CC2)cc1	-2.7%	133.5%[activator]	-3.4	-11.3	-12.2%	-10.0%	0.9
O=C(NC(=S)N1CCOCC1)C12CCC3CC(CC(C3)C1)C2	-3.1%	-11.4%	-4.0	-7.6	93.6%[activator]	-3.2%	?
CCc1ccc(C(=O)NNc2ccc(F)cc2F)cc1	-2.8%	-43.0%	14.0	34.9	-27.5%	-0.5%	?
O=C(NC1CCCCC1)C(c1ccc2ncccc2c1)N(Cc1ccco1)C(=O)c1ccc2c(c1)OCCO2 (stereo unspecified)	-14.8%	92.4%[activator]	3.0	-5.1	-8.7%	1.1%	-35.8
COc1ccc(C(=O)Nc2c(N)nc(SCC(=O)NCC3CCCO3)[nH]c2=O)cc1 (stereo unspecified)	-3.9%	-9.0%	-1.4	-10.7	-11.5%	·	1.6
CC1CN(C(=O)CN2C(=O)NC3(CCCC3)C2=O)C(=Nc2cccc(S(=O)(=O)N(C)C)c2)S1 (stereo unspecified)	0.0%	72.8%[activator]	·	·	7.5%	·	-11.2
COc1ccc(CN2CCN(C(C)C(=O)NC(C)c3ccc(F)cc3)CC2)cc1F (stereo unspecified)	-12.0%	91.9%[activator]	-11.2	-7.5	-3.7%	-6.2%	?
COC(=O)c1ccc2nc(-c3ccc4c(c3)OCO4)cn2c1	6.7%	-5.8%	39.8*	68.8*	-14.1%	-0.7%	-8.7
CCOP(=O)(OCC)C(NC(=O)c1cccc2ccccc12)C(Cl)(Cl)Cl (stereo unspecified)	-10.0%	37.9%	5.3	-1.2	-6.7%	-12.0%	16.1
COc1ccc(CNC(=O)/C=C/c2ccc(OCCCF)cc2)cc1	?	-7.0%	14.2	59.6	3.1%	3.0%	-21.4
CCOC(=O)c1c(C)[nH]c(C=O)c1Cc1cccc(Cl)c1	-13.6%	-10.2%	-2.8	-7.3	3.6%[2.32 µM]	-3.7%	-35.6
c1ccc(-c2nc(N3CCCC3)nc3ccccc23)cc1	-14.0%	78.6%[activator]	7.1	-2.4	199.2%[activator]	6.4%	18.1
O=C(NCCCO)NC(=S)c1cccc2ccccc12	0.7%	-9.5%	4.9	25.1	-22.9%	1.6%	-34.7
CC(C)(C)NC(=O)C1CCC(CNS(=O)(=O)c2cccc3nsnc23)CC1 (stereo unspecified)	4.4%	1.9%	-3.2	10.6	1.0%	·	-35.1
CCCc1nc2ccc(NC(=O)c3cccs3)cc2c(=O)n1Cc1ccc(Cl)cc1	0.4%	-14.7%	8.6	9.7	-0.6%	-2.2%	0.0
COc1ccccc1C1/C(=C(\O)c2ccc3c(c2)OCCO3)C(=O)C(=O)N1CCCn1ccnc1 (stereo unspecified)	-3.4%	0.4%	31.7*	72.5*	5.3%	-11.6%	-38.8
COc1cc(/C=N/N2C(C)CCCC2C)cc(OC)c1O (stereo unspecified)	0.7%	-0.8%	-0.9	-1.7	-7.4%	-4.4%	-7.5
CN1CCN(S(=O)(=O)c2cccc(C(=O)NCCOc3ccccc3)c2)CC1	?	22.7%	·	·	-21.6%	·	-17.2
CCCCS(=O)(=O)CC(COc1ccccc1)OC(=O)c1ccccc1 (stereo unspecified)	?	-19.1%	10.8	-17.0	18.8%	-2.0%	-18.0
COc1ccc2cc(C(=O)NCC3CCCO3)[nH]c2c1 (stereo unspecified)	?	-1.5%	62.1*	81.7*	0.1%	-4.9%	?
CCOc1ccc(S(=O)(=O)N(C)CC(=O)NCc2ccccn2)cc1	1.8%	8.4%	-3.0	12.8	8.1%	9.9%	-25.8
CCC1CCCCN1CCNC(=O)c1[nH]c(C)c(C(C)=O)c1C (stereo unspecified)	-11.4%	-42.4%	-3.6	-6.1	16.2%	5.2%	47.6
Cn1c(=O)c2c(ncn2CC(=O)OCC(=O)Nc2cc(Cl)ccc2C#N)n(C)c1=O	·	-12.1%	·	·	0.0%	·	23.4
COc1cccc(CC(NC(C)=O)C(=O)NC2CCN(S(=O)(=O)c3ccc(C)cc3)CC2)c1OC (stereo unspecified)	1.3%	-11.7%	-4.0	-27.0	-0.7%	3.6%	-10.8
